BoNT-A LC inh2 = BoNT/A light chain protease inhibitors, primary screen, biochemical, flow cytometry, MLPCN library; inhibition, % at 10 µM; multiplex microsphere protease substrate cleavage; hit rate 0.17% among 360,000; Botulinum neurotoxin type A light chain protease (Clostridium botulinum A str. ATCC 3502); AID 588499, 2011; further: plate controls were buffer without enzyme for full effect and enzyme alone for no effect
Rv3671c inh = Rv3671c serine protease inhibitors, primary screen, biochemical, fluorescence polarization, M. tuberculosis H37Rv | P9WHR9 | inhibition, % at 5.96 µM | hit rate 0.048% among 320,000; in the data active means inhibition above about 38%;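 further: extracellular domain of Rv3671c used as enzyme; 0% = enzyme with DMSO and 100% = no enzyme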
Target sequence (P9WHR9 whole entry, looked up, the tested form may be a part): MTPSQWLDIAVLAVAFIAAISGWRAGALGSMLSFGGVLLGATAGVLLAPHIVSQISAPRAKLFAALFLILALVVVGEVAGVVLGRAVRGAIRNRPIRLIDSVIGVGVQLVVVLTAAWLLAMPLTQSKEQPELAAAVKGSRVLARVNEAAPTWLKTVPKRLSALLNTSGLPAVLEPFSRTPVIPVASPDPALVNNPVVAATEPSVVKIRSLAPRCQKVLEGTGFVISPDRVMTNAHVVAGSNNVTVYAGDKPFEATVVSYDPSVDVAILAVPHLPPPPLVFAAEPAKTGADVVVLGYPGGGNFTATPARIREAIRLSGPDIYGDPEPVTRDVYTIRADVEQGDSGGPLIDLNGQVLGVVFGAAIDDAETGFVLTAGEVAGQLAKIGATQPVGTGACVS
Anthrax LF prot = Bacillus anthracis LF protease inhibitors, primary screen, biochemical, multiplex microsphere, MLPCN library; Lethal factor (Bacillus anthracis), P15917; multiplex microsphere protease cleavage assay; inhibition, % at 10 µM; hit rate 0.12% among 360,000; AID 588501, 2011; further: plate controls were buffer without enzyme for full effect and enzyme alone for no effect
CCHF vOTU inh = CCHFV vOTU protease inhibitors, primary screen, biochemical, Pep-AMC substrate, fluorescence. inhibition, % at 11.5 µM. hit rate 0.55% among 370,000. AID 651958, 2012. Crimean-Congo hemorrhagic fever virus L polyprotein viral ovarian tumor (vOTU) protease …; in the data active means inhibition above about 30%; further: 0% = vehicle wells with enzyme and 100% = no enzyme wells
DUSP3 inh = VHR1 phosphatase inhibitors, primary screen, biochemical, absorbance, uHTS | hit rate 0.52% among 290,000 | AID 1654, 2009 | inhibition, % at 13.3 µM | Dual specificity protein phosphatase 3 (Homo sapiens), P51452 | recombinant VHR phosphatase, pNPP absorbance; in the data active means inhibition above about 50%; further: some compounds called inactive have numbers as strong as hits
Target sequence (P51452 whole entry, looked up): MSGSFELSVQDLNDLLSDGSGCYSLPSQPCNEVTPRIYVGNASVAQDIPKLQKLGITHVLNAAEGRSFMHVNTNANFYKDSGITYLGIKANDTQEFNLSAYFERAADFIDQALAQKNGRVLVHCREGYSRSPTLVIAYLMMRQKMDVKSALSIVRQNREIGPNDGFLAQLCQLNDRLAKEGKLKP
BoNT-F LC inh = BoNT/F light chain protease inhibitors, primary screen, biochemical, flow cytometry, MLPCN library | inhibition, % at 10 µM | AID 588497, 2011 | hit rate 0.22% among 360,000 | Multiplex microsphere protease cleavage assay | Botulinum neurotoxin type F light chain protease (Clostridium botulinum); in the data active means inhibition above about 35%, passing the limit was not always enough; inconclusive means no clear call, values can overlap the other calls; further: plate controls were buffer without enzyme for full effect and enzyme alone for no effect
3CLpro inhibitor = SARS-CoV 3CLpro protease inhibitors, primary screen, biochemical, quenched FRET; Replicase polyprotein 1ab (Severe acute respiratory syndrome coronavirus), P0C6X7; recombinant SARS-CoV 3CLpro, quenched FRET peptide cleavage; inhibition, % at 6 µM; hit rate 0.14% among 290,000; AID 1706, 2009; in the data active means inhibition above about 12%
SSB-PriA inh = inhibitors of Klebsiella pneumoniae PriA binding to SSB C-terminal tail, primary screen, biochemical, AlphaScreen; hit rate 0.6% among 430,000; AlphaScreen SSBct-PriA binding, biotinylated peptide; inhibition, % at 33 µM; PriA–SSB C-terminal tail interaction (Klebsiella pneumoniae); in the data active means inhibition mostly above about 37%, no sharp cut-off; inactive means mostly below about 20%;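 further: plate controls were negative control peptide for no effect and reference peptide for full effect; strong numbers were not always called active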
PrPC surface inh = inhibitors of human cell surface prion protein PrPC, primary screen, cell-based, TR-FRET. TR-FRET read-out. inhibition, % at 13.8 µM. hit rate 0.43% among 370,000; in the data active means inhibition above about 24%; further: 0% = median of the test wells and 100% = reference compound wells
MazF activator = activators of E. coli MazEF toxin-antitoxin RNase, primary screen, biochemical, fluorescence, uHTS. FAM/BHQ RNA-DNA oligo cleavage fluorescence, 5 h. activation, % at 20 µM. hit rate 0.32% among 350,000. AID 504720, 2011; in the data active means activation above about 50%
Target sequence (P0AE70 whole entry, looked up): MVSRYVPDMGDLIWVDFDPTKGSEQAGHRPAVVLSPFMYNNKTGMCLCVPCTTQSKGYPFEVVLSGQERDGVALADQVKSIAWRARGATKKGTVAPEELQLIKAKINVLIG
* marks the source's active call; other numbers are inactive results; ? = inconclusive; . = no result given. Unless noted, no stated cut-off is given here; in the data, active means inhibition above about 30%; inconclusive means no clear call, values can overlap the other calls; inactive means below that. Only part of the results is shown, so the mix of outcomes need not match the whole.

SMILES	BoNT-A LC inh2	Rv3671c inh	Anthrax LF prot	CCHF vOTU inh	DUSP3 inh	BoNT-F LC inh	3CLpro inhibitor	SSB-PriA inh	PrPC surface inh	MazF activator
Cc1ccc(C)c(N2CCN(c3ccncc3N)CC2)c1	-3.7	3.6	-3.4	-8.0	20.1	-6.4	1.3	-3.4	3.6	1.1
CC(=O)C[C@H](O)CC(=O)[C@@H]1OC(=O)[C@H](C)C/C=C\Cc2ccccc21	-0.5	3.4	-4.6	4.4	.	-4.1	.	-5.6	-9.6	-9.8
c1ccc(COc2cccc(CNCc3cccs3)c2)cc1	-0.5	1.8	-3.3	-1.1	1.9	-8.4	-0.5	-75.1	3.9	-4.1
CCN(CC)c1nc(=S)nc(NC(C)(C)C)[nH]1	-0.7	6.8	2.3	.	19.7	-9.8	1.8	6.4	.	8.0
O=[N+]([O-])c1ccc(Cl)cc1Sc1ccccn1	-0.4	-4.8	-2.2	10.2	-1.2	-1.7	-2.6	4.1	-19.4	5.0
O=C(Nc1cccc(S(=O)(=O)N2CCCCC2)c1)c1ccco1	1.9	-4.0	-1.2	-10.2	.	2.8	.	0.2	4.2	9.0
CC1CC(=O)N(CCc2ccccc2)C(=O)C1	0.1	.	4.7	0.2	.	-2.7	.	-16.8	-5.2	3.9
Cc1nn(CC(=O)N2CCOCC2)c(=O)c2ccccc12	0.9	-10.8	0.7	2.4	8.2	29.3	6.0	-20.7	-1.3	1.9
O=C(c1ccc(-n2cccn2)cc1)N1CCc2c([nH]c3ccccc23)C1c1ccccn1 (centres undefined)	0.1	-19.6	1.7	-3.0	11.1	-7.2	3.0	-1.5	-4.8	2.4
CC1CN(S(=O)(=O)c2cccc(C(=O)Nc3ccc(S(=O)(=O)NC4=NCCCCC4)cc3)c2)CC(C)O1 (centres undefined)	6.9	-11.7	-1.2	-3.8	.	11.7	.	-9.6	3.7	3.4
Cc1nc(SCC(=O)N(C)C2CCCCC2)[nH]c(=O)c1Cc1ccccc1	-0.1	6.0	1.6	-2.8	11.9	2.4	-0.7	8.6	-1.3	-6.8
COc1ccc(-n2c(C)cc(-c3csc(N)n3)c2C)cc1	5.5	6.2	-8.8	9.2	4.0	-66.7	-4.6	27.7	-4.8	7.8
Cc1ccc(N2Cc3ccccc3C2=O)cc1	0.6	-5.2	-15.1	-9.4	-3.2	?	5.0	-33.8	-2.8	8.4
Cc1cc(C)cc(OCC(=O)OCC(=O)N2CC(=O)Nc3ccccc32)c1	-0.2	-0.3	-3.5	-5.7	13.0	-2.5	7.6	0.8	5.1	-4.5
COC(=O)c1c(C(=O)OC)c(C)n(Cc2ccco2)c1C	-1.1	-5.7	-0.5	-0.2	-12.0	-32.6	-3.3	-16.8	-2.3	-3.5
Cc1nn(C)c(C)c1S(=O)(=O)N(CC(=O)NCc1cccs1)c1ccc(C(C)C)cc1	-0.9	2.8	-4.1	5.3	22.0	0.1	4.4	-21.7	0.0	5.0
CNS(=O)(=O)c1cccc(C(=O)OCC(=O)Nc2ccc(-c3nc4ccc(C)cc4s3)cc2)c1	-0.3	-35.3	0.3	.	1.4	4.3	-1.1	0.1	.	-24.7
O=C(NC1CCCC1)C(c1ccc(F)cc1)N(C(=O)c1csnn1)c1ccccc1F (centres undefined)	1.0	-2.8	-8.5	5.6	6.4	24.2	-1.3	-6.5	2.7	5.0
COc1ccccc1Nc1nc(C)cc(C)n1	.	6.2	.	-5.8	34.6	.	-0.2	-6.2	-4.1	-10.1
CCOc1ccc2nc(N3CCC(C(=O)N4CCN(C(=O)c5ccco5)CC4)CC3)sc2c1	-0.7	-3.6	-5.9	.	-14.1	-6.1	0.3	-5.0	.	7.4
O=[N+]([O-])c1ccc(CN2CC(N3CC=CC3)CS2(=O)=O)cc1 (centres undefined)	-0.5	.	0.3	-4.2	.	-1.6	.	.	-16.6	.
CCOC(=O)CSc1nc2ccccc2n2c(C)nnc12	0.8	9.3	8.3	13.4	18.2	-17.3	-1.1	8.0	-6.1	7.9
CCc1cccc2c(C(=O)COC(=O)c3c(C)noc3C)c[nH]c12	-1.2	-3.0	-2.2	-8.6	10.5	-17.3	4.9	-9.8	4.1	9.0
CC1CCN(C(=O)COC(=O)c2ccccc2C(=O)c2ccccc2)CC1	0.3	3.2	-6.4	11.7	.	-1.4	.	-6.6	-4.4	6.4
Cc1ccc(CNC(=O)CS(=O)(=O)CC(=O)O)cc1	-0.5	10.4	-2.1	-1.1	15.6	-12.8	2.5	-13.8	0.4	-4.9
SMILES	BoNT-A LC inh2	Rv3671c inh	Anthrax LF prot	CCHF vOTU inh	DUSP3 inh	BoNT-F LC inh	3CLpro inhibitor	SSB-PriA inh	PrPC surface inh	MazF activator
COc1ccc(C(=O)NC(C)c2nnc(SCC(=O)NC3CCCCC3)n2C)cc1 (centres undefined)	-2.3	-3.5	-15.9	-3.5	13.0	-18.7	0.2	-20.8	3.2	-10.1
CCNC(=O)C1(C)CCCN(Cc2cccc3c2OCCO3)C1 (centres undefined)	0.0	.	-2.6	15.1	.	2.8	.	.	0.1	.
CCc1cccc2c(C(=O)COC(=O)c3nn(C)c(=O)c4ccccc34)c[nH]c12	-0.3	-21.6	3.2	5.3	-19.0	27.2	2.2	0.7	-2.3	-24.8
CCOc1ccc(-c2n[nH]c(=S)n2Cc2ccccc2)cc1	-1.7	-2.5	1.3	-2.1	4.9	?	7.4	13.0	4.4	9.5
CSc1ccc(CNCCCN(C)C)cc1	-0.9	-0.8	2.2	3.1	-7.5	-8.7	1.2	-6.4	-9.9	4.5
CCCn1c(C)cc(C(=O)CN2C(=O)NC3(CCCCCC3)C2=O)c1C	-0.6	.	-0.2	8.8	.	4.9	.	.	3.1	0.5
Fc1ccc(-n2c(Cn3nnc4ccccc43)n[nH]c2=S)cc1	-0.7	-2.3	-1.7	1.8	30.2	-7.8	1.6	-5.9	-1.6	10.4
CC1CCC(NC(=S)NCCN(C)C)CC1 (centres undefined)	-0.6	-7.7	-12.8	8.7	1.2	3.1	7.2	-6.7	-2.1	7.6
CCOC(=O)c1cc2c(=O)n3ccccc3nc2n(CCCOC)c1=NC(C)=O	1.1	-0.1	8.5	-300.1	16.4	1.6	6.3	2.6	-21.5	-0.1
Cc1ccccc1SCC(=O)OCC(=O)N(C)c1c(N)n(Cc2ccccc2)c(=O)[nH]c1=O	-0.2	11.1	-1.0	-3.9	.	1.0	.	-7.2	-1.0	1.6
Cc1ccc(/C=C2/Sc3ccc(C(=O)NCCN4CCOCC4)cc3NC2=O)cc1	-2.1	-5.8	1.0	1.5	-1.9	-2.2	-2.8	-11.3	-1.5	0.6
Cc1cc(C(=O)NC2CCCN(Cc3ccc(Cl)cc3)C2)no1 (centres undefined)	-0.5	0.8	-0.2	0.6	18.7	1.3	-1.8	2.4	1.8	-2.2
O=C1CC(c2ccc3c(c2)OCO3)c2cc3c(cc2N1)OCCO3 (centres undefined)	-0.9	-6.6	-1.3	8.1	-22.3	-21.6	-0.8	9.4	3.2	-2.0
CCOC(=O)C1=CCC2C(=O)N(CC)C(=O)C12 (centres undefined)	-0.1	.	0.4	-3.9	.	-6.8	.	.	-0.6	.
CCOc1ccccc1NS(=O)(=O)c1ccc2c(c1)N(C)CCO2	-2.0	-5.9	-1.6	5.9	1.8	-4.5	5.3	-12.4	4.0	-0.2
COc1ccc(/C=C/C(=O)OCC(=O)NC2CCCC(C)C2C)c(OC)c1 (centres undefined)	0.3	-6.9	3.2	7.2	.	-9.6	.	-7.1	-3.4	6.2
CCOc1ccc(NC(=O)CN(C)C(=O)c2ccc(COc3ccccc3)o2)cc1OCC	-1.8	1.5	-3.0	11.2	.	-7.0	.	-6.9	7.4	6.9
O=C(O)CNC(=O)c1ccc(NC(=O)/C(=C/c2cccc([N+](=O)[O-])c2)NC(=O)c2ccco2)cc1	1.6	4.8	-0.9	13.3	12.6	-1.3	-3.5	-1.9	-21.0	-1.8
Cc1cc(NC(=O)CCC(=O)N(Cc2ccccc2)C(C(=O)NC2CCCC2)c2ccco2)no1 (centres undefined)	0.1	14.6	-0.6	-3.1	14.1	1.4	-2.4	-8.9	10.6	-4.6
Nc1nc(CCOc2ccc(F)cc2)cs1	-0.1	.	-4.0	9.9	20.1	-5.1	0.2	3.5	-4.5	7.5
COc1ccc(S(=O)(=O)Nc2cc(C(C)C)c(O)cc2C)cc1	-1.1	-4.7	-3.0	8.7	10.9	5.4	2.8	3.3	-1.0	7.2
COc1ccc(Cl)cc1C(=O)NNC(=O)COC(=O)CC(NC(C)=O)c1ccccc1 (centres undefined)	.	7.4	.	-4.0	.	.	.	37.7	2.0	-0.2
CCCCn1c(N)c(-c2nc3ccccc3o2)c2c([N+](=O)[O-])nn(CC)c(=O)c21	0.4	-3.5	0.7	-7.4	4.7	0.0	-0.4	-8.6	-1.8	18.2
COc1ccccc1OC(=O)CCc1nc2ccccc2s1	1.2	-12.5	-13.7	-1.6	-13.3	-21.4	-1.6	-21.1	13.0	-8.8
COc1cc(Cl)ccc1OCc1cc(C(=O)NCC(C)(C)N2CCOCC2)no1	1.8	.	-2.5	-8.9	9.2	0.5	-5.6	-7.6	0.1	0.4
SMILES	BoNT-A LC inh2	Rv3671c inh	Anthrax LF prot	CCHF vOTU inh	DUSP3 inh	BoNT-F LC inh	3CLpro inhibitor	SSB-PriA inh	PrPC surface inh	MazF activator
Cc1ccc(/C=N/NC(=O)c2nnn(-c3nonc3N)c2CSc2ccc(Cl)cc2)cc1	-1.0	-8.7	-2.6	7.7	-5.3	0.0	-1.9	.	5.0	-22.5
N#CC1(Nc2ccc(C(=O)O)cc2)CCCC1	-0.3	.	12.1	7.6	.	3.3	.	-11.1	8.1	-4.3
COc1ccc(C)cc1N(C(=O)Cn1nnc(-c2ccc(C)o2)n1)C(C(=O)NC1CCCC1)c1ccncc1 (centres undefined)	1.0	3.6	8.2	2.1	13.0	-10.2	-5.1	1.7	-0.2	-4.0
CN1C2CCC1CC(OC(=O)c1ccc([N+](=O)[O-])cc1)C2 (centres undefined)	-1.4	-17.1	-2.7	2.5	-4.1	-24.3	1.3	7.3	-10.8	-6.9
COc1cc(OC)c(N(C)S(=O)(=O)c2cccc(C(=O)NC(C)C3CC4CCC3C4)c2)cc1Cl (centres undefined)	-0.6	0.0	-4.0	-2.8	8.7	-4.7	0.1	3.9	-6.3	-4.9
O=C(CN1C(=O)CCS(=O)(=O)c2ccccc21)Nc1ccc(F)cc1	-3.6	-19.0	-1.9	2.4	5.7	-7.1	4.7	-6.8	3.4	-13.5
CSc1nnc(C(C)(C)C)c(=O)n1/N=C/c1c(O)ccc2ccccc12	-0.2	1.7	-1.5	7.9	4.3	-4.3	-0.5	.	1.9	-21.1
CCCCn1c(=O)c(C(=O)NCc2ccncc2)c(O)c2ccccc21	-0.2	0.5	0.9	9.0	-13.1	4.1	2.2	-4.6	4.4	-2.1

Compound activity as filed in PubChem BioAssay.
